High-throughput results deposited in PubChem BioAssay by Broad Institute.
PAX8 inh HTS – PAX8 transcriptional activity inhibition. actives 1.2% (n = 360,000). RMG-I TPO-luciferase reporter, SteadyGlo, 24 h. inhibition, % at 12.6 µM;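 active = mean replicate inhibition at least 60% with every replicate also reaching 60%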;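 note: luciferase light reporting Pax8 driven TPO promoter activity; plate controls were median of neutral control wells for no effect and mitoxantrone controls for full effect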
ARNT TACC3 PPI – disruptors of human ARNT/TACC3 interaction; AID 623870; actives 0.66% (n = 390,000); AlphaScreen His-ARNT PAS-B/GST-TACC3 binding, luminescence; TACC3 fragment carries E629A point mutation; inhibition, % at 9.99 µM;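 active = mean inhibition of replicates at least 50% and at least half of replicates each reaching 50%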;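 note: 0% = complete ARNT plus TACC3 wells and 100% = ARNT alone without TACC3; many hits fall short of the cut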
* marks the source's active call; other numbers are inactive results. Some of the compounds tested; count on the stated rates, not on these rows.

Fields: PAX8 inh HTS | ARNT TACC3 PPI
- CCCCCCCCOC1OC(CO)C(O)C(O)C1NC(C)=O (stereo unspecified)
  11.8 | -10.5
- N/C(Cn1nnc(-c2ccccc2)n1)=N\O
  -8.3 | 19.4
- COc1ccc(N2CC(C)Cn3c2nc2c3c(=O)n(Cc3ccc(F)cc3)c(=O)n2C)c(OC)c1 (stereo unspecified)
  11.6 | -3.0
- CCOC(=O)CNC(=O)Nc1cccc(Cl)c1C
  -6.2 | -5.5
- CCCOC(=O)c1c(N)sc2c1CCC2
  -8.9 | -2.0
- CC(=O)Nc1c(O)nc(SCC(=O)Nc2nnc(CC(C)C)s2)[nH]c1=O
  6.9 | 5.9
- COc1cccc(Cn2c(=S)[nH]c3ccc(N4CCOCC4)cc3c2=O)c1
  -19.8 | -3.6
- O=C(N/N=C1\CCCc2ccccc21)c1ccccc1[N+](=O)[O-]
  -5.4 | 2.9
- Cn1c(SCC(=O)c2ccccc2)nnc1-c1cccnc1
  -31.6 | 0.2
- Cc1cccc(N2C(=O)CCC2=O)c1
  14.3 | -2.5
- CNc1oc(-c2ccccc2)nc1C#N
  -28.7 | 2.1
- COc1ccc(/C=c2/sc3n(c2=O)C(c2ccccc2OC)C2=C(N=3)c3ccccc3CC2)cc1O (stereo unspecified)
  93.1* | 1.1
- O=C(O)CCCC(=O)N(Cc1ccccc1)Cc1ccccc1
  7.4 | -4.6
- Cc1[nH]c2ccc(F)cc2c(=O)c1SC(F)(F)C(F)F
  5.3 | -3.9
- O=S(=O)(c1ccc(Nc2ccc3c(c2)OCO3)nc1)N1CCOCC1
  -3.4 | 6.3
- CC(C)(C)NC(=O)c1cc(NC(=O)c2ccco2)cc(NC(=O)c2ccco2)c1
  4.5 | 1.2
- Cc1nn(C)c(C(=O)N2CCc3ccccc32)c1Cl
  21.4 | -5.7
- O=C(CSc1ncn[nH]1)N1N=C2/C(=C/c3ccco3)CCCC2C1c1ccco1 (stereo unspecified)
  15.3 | 14.4
- CCC(C)(C)NC(=O)C(c1ccco1)N(C(=O)CNC(=O)c1cccs1)c1cccnc1 (stereo unspecified)
  5.2 | -4.6
- COc1ccc(S(=O)(=O)Cc2ccccc2)cc1N
  -7.8 | -4.5
- Cc1cccc(C(=O)NC2CCN(CC(=O)N3CCOCC3)CC2)c1
  1.6 | 16.4
- O=C(COC(=O)C1(c2ccccc2)CC1)N1CCN(c2ccc(F)cc2)CC1
  4.0 | -15.0
- CCOc1ccc2oc(C(=O)Nc3ccc(N4CCOCC4)cc3)c(C)c2c1
  -12.2 | -0.3
- Cc1cccc(NC2=NCC(=O)N2CCc2ccccc2)c1
  -6.5 | 0.5
- CS(=O)(=O)N1CCN(c2ccccc2F)CC1
  1.9 | -2.2
- CCC(Oc1ccccc1)C(=O)N1CCN(CC)CC1 (stereo unspecified)
  11.8 | 1.9
- COC(=O)C(CC(=O)Nc1cc(C)ccc1C)Nc1ccccc1OC (stereo unspecified)
  -9.3 | 5.2
- CCn1c(N2CCN(CC(=O)Nc3cccc(C)c3C)CC2)nc2ccccc21
  21.3 | -1.5
- COc1ccc(CC(=O)N2CCN(C(=O)Cc3ccc(OC)cc3)CC2)cc1
  14.7 | 2.5
- CCC(C)NCC(=O)Nc1sc2c(c1C(N)=O)CCC2 (stereo unspecified)
  3.1 | -3.3

Copied from the listing (4 entries):
Fields: PAX8 inh HTS | ARNT TACC3 PPI
- CC(C)(C)NC(=O)c1cc(NC(=O)c2ccco2)cc(NC(=O)c2ccco2)c1
  4.5 | 1.2
- Cc1nn(C)c(C(=O)N2CCc3ccccc32)c1Cl
  21.4 | -5.7
- O=C(CSc1ncn[nH]1)N1N=C2/C(=C/c3ccco3)CCCC2C1c1ccco1 (stereo unspecified)
  15.3 | 14.4
- CCC(C)(C)NC(=O)C(c1ccco1)N(C(=O)CNC(=O)c1cccs1)c1cccnc1 (stereo unspecified)
  5.2 | -4.6

New compounds follow.
Fields: PAX8 inh HTS | ARNT TACC3 PPI
- O=C(CSC1=NCCS1)Nc1ccc(S(=O)(=O)N2CCCCCC2)cc1
  9.8 | -2.2
- CC(=O)N1CCc2cc(S(=O)(=O)N3CCOCC3)ccc21
  -20.0 | -7.5
- Cc1c(C)c2ccc(OCc3ccc(C(=O)O)o3)c(C)c2oc1=O
  12.9 | 18.8
- O=C(Nc1cccnc1)c1ccc(NC(=O)c2ccco2)cc1
  -24.5 | -7.6
- CCc1ccc2[nH]c3nc(SCC(=O)NNC(=O)c4ccc(C(C)(C)C)cc4)nnc3c2c1
  -5.0 | -3.7
- O=C(COC(=O)CCc1nc2ccccc2s1)Nc1cccc(S(=O)(=O)N2CCOCC2)c1
  16.1 | -3.5
- CC(C)(C)N=Cc1cc(-c2ccccc2)sc1O
  -137.0 | -3.1
- O=C(c1ccccc1)N1CCN(CC2CC=CCC2)CC1 (stereo unspecified)
  9.9 | -5.5
- COc1nc(-c2ccncc2)nc2ccccc12
  -28.2 | -0.5
- COc1ccc(C(=O)Nc2cc(C(C)=O)c(/C=C/N(C)C)oc2=O)cc1
  -33.0 | -7.8
- Clc1ccc(N2CCCCCC2)nn1
  31.6 | -1.1
- O=C(C1CCN(S(=O)(=O)c2cccc3cccnc23)CC1)N1CCc2ccccc21
  17.3 | 3.6
- COC(=O)Nc1ccc(S(=O)(=O)N2CCC(Cc3ccccc3)CC2)cc1
  -22.2 | -5.2
- O=C(COc1ccc(Cl)cc1Cl)N1CCCN(C(=O)COc2ccc(Cl)cc2Cl)CC1
  39.0 | -4.1
- CC(=O)Nc1ccc(OC(=O)c2cccnc2)cc1
  14.7 | -7.4
- CCc1nnc(NC(=O)c2ccc(-c3cccc(C(F)(F)F)c3)o2)s1
  -12.8 | -1.9
- CCCCNC(=O)C(NS(=O)(=O)c1cccc2nsnc12)c1ccccc1 (stereo unspecified)
  -7.0 | -2.7
- CCc1c(C)[nH]c2ccc(C)cc2c1=O
  -47.3 | -6.0
- CCN(CC)Cc1cc2ccccc2c2c1COC2
  0.2 | -10.3
- O=C(Cn1[nH]c(=O)c2ccccc2c1=O)NC1CCN(Cc2ccccc2)CC1
  -9.6 | 0.4
- N#Cc1ccc(OCc2nnc(SCC(=O)N3CCCc4ccccc43)n2-c2ccccc2)cc1
  28.3 | 2.2
- CC(=O)NC12CC3CC(C1)CC(C(=O)OCC(=O)NC(=O)c1cccn1C)(C3)C2
  -132.6 | -2.2
- Cc1cc(NC(=O)CN2CCC(O)(c3cccc(F)c3)CC2)no1
  -10.8 | -3.7
- Cc1nn(Cc2ccc([N+](=O)[O-])cc2)c(=O)n1-c1ccc(F)cc1
  -4.4 | -0.9
- COCCNc1nc2c(c(=O)n(C)c(=O)n2C)n1Cc1cccc(C)c1
  11.7 | -0.4
- CC(=O)/C=C1/SC(CC(=O)O)C(=O)N1c1ccccc1 (stereo unspecified)
  -5.3 | -22.3
- CCC(NC(=S)NCc1ccccc1)C(=O)O (stereo unspecified)
  -13.3 | -6.8
- Cc1ccc(C)c(OCC(O)CN2C(C)CCCC2C)c1 (stereo unspecified)
  8.3 | -0.9
- O=C(CCCc1nc(-c2ccccc2)no1)NCc1cccnc1
  -2.4 | -5.3
- COCCn1c(SCC(=O)Nc2sc(C)c(C)c2C#N)nnc1-c1ccc(OC)cc1
  6.9 | -1.2

Molecules from the list above that have fluorine (seven):
Fields: PAX8 inh HTS | ARNT TACC3 PPI
- COc1ccc(N2CC(C)Cn3c2nc2c3c(=O)n(Cc3ccc(F)cc3)c(=O)n2C)c(OC)c1 (stereo unspecified)
  11.6 | -3.0
- Cc1[nH]c2ccc(F)cc2c(=O)c1SC(F)(F)C(F)F
  5.3 | -3.9
- O=C(COC(=O)C1(c2ccccc2)CC1)N1CCN(c2ccc(F)cc2)CC1
  4.0 | -15.0
- CS(=O)(=O)N1CCN(c2ccccc2F)CC1
  1.9 | -2.2
- CCc1nnc(NC(=O)c2ccc(-c3cccc(C(F)(F)F)c3)o2)s1
  -12.8 | -1.9
- Cc1cc(NC(=O)CN2CCC(O)(c3cccc(F)c3)CC2)no1
  -10.8 | -3.7
- Cc1nn(Cc2ccc([N+](=O)[O-])cc2)c(=O)n1-c1ccc(F)cc1
  -4.4 | -0.9

(more compounds)
Fields: PAX8 inh HTS | ARNT TACC3 PPI
- COc1ccc(OC)c(C2C3=C(CCCC3=O)Nc3c2c(=O)n(C)c(=O)n3C)c1 (stereo unspecified)
  0.6 | -1.0
- CCOc1ccccc1C(=O)NC1CC2CCCC(C1)N2Cc1ccccc1 (stereo unspecified)
  6.2 | -22.2
- Cc1c(/C=C/C(=O)c2cccs2)cnn1C
  -242.3 | -0.9
- CN(C(=O)COC(=O)c1ccc2c(c1)NC(=O)CS2)C1CCS(=O)(=O)C1 (stereo unspecified)
  -11.4 | -4.9
- CCCCCn1c(SCC(=O)OCC)nc2cc(C(=O)N3CCC(C(N)=O)CC3)ccc2c1=O
  7.8 | 1.8
- CCc1ccc2oc(=O)cc(CN3CCC(C)CC3)c2c1
  18.5 | 7.0
- CCOC(=O)c1csc(NC(=O)c2ccc(S(=O)(=O)N(CC)CC)cc2)n1
  7.9 | -2.8
- CC1CN(C(=O)CN2C(=O)NC3(CCCCCC3)C2=O)CC(C)O1 (stereo unspecified)
  12.2 | -4.1
- COC(=O)CCn1nnc(-c2ccc(C(C)C)cc2)n1
  -3.4 | -3.2
- COc1ccccc1NC(=O)Oc1ccc(NC(=O)c2ccco2)cc1
  1.0 | -0.9
- CCCn1c(SCC(=O)N2CCN(c3ccccc3)CC2)nc2ccccc2c1=O
  -13.5 | -11.4
- Cc1ccc(SCCC(=O)N2CCC(C(N)=O)CC2)cc1
  -28.5 | -2.7
- O=C(NNS(=O)(=O)c1cc(Cl)cc(Cl)c1)c1sccc1-n1cccc1
  8.2 | -1.8
- CN(C)c1ccc(P(=O)(OC2CCCCC2)C(O)c2cccnc2)cc1 (stereo unspecified)
  1.6 | -6.2
- O=S(=O)(c1cccs1)N1CCCc2ccccc21
  16.5 | -0.8
- CC1(CCC#N)N=C(SCCC#N)N(c2ccccc2)C1=O (stereo unspecified)
  2.0 | -21.3
- Cc1nc(CCN2C(=O)c3ccccc3C2=O)n[nH]1
  -2.4 | 0.2
- COc1ccc(/C(C)=C(\C#N)C(=O)OC(C)C)cc1OC
  -17.3 | 8.5
- CNC(=O)NC(=O)COC(=O)CCCOc1ccc(OC)cc1
  -2.7 | 2.0
- CC(CC(=O)O)CC1=NS(=O)(=O)c2ccccc2N1 (stereo unspecified)
  -11.4 | -5.3
- CN(Cc1ccccc1)C(=O)C1CCN(Cc2ccc(F)cc2)CC1
  8.0 | -1.0
- C=CCNc1nc(N(c2ccccc2)c2ccccc2)nc(-n2ccnc2)n1
  -1.9 | -4.7
- c1nc(COc2nsnc2N2CCOCC2)cs1
  -1.4 | 19.7
- C=C(C)CSc1nc2ncc(Cl)cc2[nH]1
  -48.2 | -0.4
- CCCCn1c(C)nc2c(=O)n(C)c(=O)[nH]c21
  4.2 | -0.6
- O=C1CCCc2c1cc(C(=O)NCc1ccco1)c(=O)n2-c1ccc(Cl)cc1
  10.5 | 12.3
- Cc1c(Cl)cccc1-n1ccnc1SCC(=O)O
  -11.8 | 2.2
- Nn1c(SCC(=O)Nc2ccc(F)c(F)c2)nnc1C1CCCCC1
  10.0 | -0.9
- Cc1cc(C(=O)OCC(=O)Nc2ccccc2F)c(C)o1
  -106.9 | 44.7
- Cc1[nH]c(=O)[nH]c(=O)c1S(=O)(=O)NCC12CC3CC(CC(C3)C1)C2
  3.8 | 8.9
- CONC(=O)c1cc(OCC(F)(F)F)ccc1OCC(F)(F)F
  -12.0 | 1.2
- CCn1cc(C(=O)N2CCCC2)c(=O)c2cc(S(=O)(=O)N3CCOCC3)ccc21
  0.2 | -17.7
- Clc1ccc(CN2C3=NCCN3c3ccccc32)cc1Cl
  7.7 | 4.2
- CCCCCC/C(=N\NS(C)(=O)=O)c1ccccc1
  4.2 | -3.4
- O=C(NCCN1CCCCC1)c1cc(OCC(F)(F)F)ccc1OCC(F)(F)F
  15.3 | 13.1
- CCC(Oc1ccc2c(c1)C(=O)CC(C)(C)O2)C(=O)NCCN1CCCCCC1 (stereo unspecified)
  24.2 | 11.8
- N#Cc1ccc2ccn(CC(=O)NC3CCCCCC3)c2c1
  8.9 | -3.3
- C=C(C)CN(CC)CCC(=O)Nc1ccc(OC)cc1OC
  1.3 | -1.4
- CCC(C(=O)O/N=C(\N)c1ccc(C)cc1)c1ccccc1 (stereo unspecified)
  -22.3 | -2.5
- Cc1cc(C(=O)N(C)CC(=O)Nc2ccccc2C(F)(F)F)c(C)o1
  7.1 | -0.1
- CCOc1ccc(-c2nnc3sc(-c4ccccc4OC)nn23)cc1
  -19.9 | 0.4
- O=C(Oc1ccc(-c2nnco2)cc1)N1CCOCC1
  7.0 | -2.5
- Cc1cc(=O)n(CCO)c(O)c1C#N
  -3.2 | 2.7
- CN(C)c1nc(SCCOC(=O)Nc2ccccc2)nc(N(C)C)n1
  -8.4 | -3.8
